Screening results: PubChem BioAssay, several laboratories
Autophagy mod: modulators of autophagy; MEF GFP-LC3 puncta imaging; test concentration mostly 10 µM; calls only at 10 µM (by protocol); 190,000 tested, 0.98% active;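 active means percentage of spot-positive cells more than 3 SD above its plate mean, without a fluorescence outlier flag or 80% toxicity; inconclusive means no clear call, values can overlap the other calls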;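 further: spot-positive cell cutoff set from DMSO-treated cells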
b-catenin transl: modulators of beta-catenin nuclear translocation. 190,000 tested, 0.3% active. AID 1665. nuclear translocation activity, % at 5 µM. HeLa beta-catenin nuclear translocation, immunofluorescence imaging;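 active means nuclear translocation activity above 50% at 5 µM, with a well cell count of 50 or more; inconclusive means wells under 50 cells across six images, flagged as toxic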;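 further: per-cell ratio of nuclear to cytoplasmic median beta-catenin stain intensity; plate controls were DMSO negative control for no effect and GSK-3 inhibitor IX positive control for full effect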
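System: Human HeLa cells, endogenous beta-catenin | Compound dosing: 5 µM primary, 0.02–20 µM confirmation | Timing: 24 h compound exposure at 37°C, 5% CO2 | Measured by: Fluorescence imaging of beta-catenin antibody stain plus DAPI | Read-out basis: % activation of per-cell nuclear versus cytoplasmic median beta-catenin signal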
West Nile virus CPE: West Nile virus antiviral activity, cell-based, CPE readout (AID 1621); West Nile virus-infected cells, CPE inhibition; higher % means a stronger effect; one-dose CPE inhibition, % at 10 µM; IC50 in µM for titrated hits; 290,000 tested, 0.02% active; in the data active means a potency from the dose series; inconclusive means CPE inhibition mostly from about 3.7% at the one dose, without a potency; inactive means the rest, 99 in 100 with CPE inhibition below about 2.2%; further: strong numbers were not always called active
T cell HTS: modulates CD8 T cell binding to vesicles; calls only at 7 µM; 330,000 tested, 0.068% active; 2C CD8+ T cell-vesicle binding, flow cytometry; active compounds read low;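 active means response, share of CD8 T cells binding vesicles, and their 90th percentile fluorescence all below set limits, cut at about 80% in these data, passing the limit was not always enough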
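Incubation: binding step 1.5 h, 37 °C, antibody labelling 20 min, ice; system: murine 2C transgenic CD8+ T lymphocytes; technique: cytometric PE anti-B7-1 and Alexa647 anti-CD8 signals after 1% paraformaldehyde fixation; also added: QL9-charged Drosophila Ld/ICAM-1/B7-1 vesicles; control set: naked versus QL9-loaded vesicles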
Lipid droplet: modulators of hepatic lipid droplet formation; AML12 mouse hepatocytes, oleate lipid droplets, BODIPY imaging; inhibition, % at 6.5 µM; 240,000 tested, 0.4% active; AID 1656;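 active means lipid droplet intensity inhibited by at least 50%, with more than 500 cells counted; inconclusive means wells with under 300 cells, treated as cytotoxic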
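Test system: AML12 hepatocytes (mouse); reagent: oleate loading, 100 µM; dosing: one dose, 6.5 µM compound; incubation: overnight exposure; signal: fluorescence imaging, 20x objective, two fields per well; read-out basis: % inhibition of corrected integrated BODIPY droplet signal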
Myeloid diff 2: promotes myeloid progenitor differentiation | calls only at 10 µM | 360,000 tested, 1% active | AID 624256 | ER-HoxA9 myeloid progenitors, lysozyme-GFP differentiation, flow cytometry;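 active means normalized GFP-positive differentiation at or above the plate's own cutoff, the solvent-only control mean plus 3 SD; inconclusive means no clear call, values can overlap the other calls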;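 further: cells exposed to compound for four days before flow analysis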
MT stabilizer: microtubule stabilization, imaging screen; HeLa tubulin immunostaining HCS, 24 h; share of cells brighter than vehicle mean+2SD; % tubulin-high responders, % at 10 µM; 200,000 tested, 0.83% active;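 active means plate Z-score above 3 for both tubulin-high and condensed-nucleus cell shares, with cell loss under 80%, at 10 µM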;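 further: anti alpha tubulin signal scored within the nucleus-defined area of each cell; some results filed as inactive read as strong as hits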
WT yeast gro inh: growth inhibition of WT yeast, mitochondrial fusion screen; AID 1362; mitochondrial fusion phenotypic screen, WT strain; inhibition, % at 10 µM; 190,000 tested, 2.1% active; in the data active means inhibition above about 58%; tested in S. cerevisiae
Insulin prom up: MIN6 insulin promoter up-regulation; z-score at 5 µM; MIN6 insulin promoter-GFP reporter, high-content imaging; active compounds read high; AID 1625; 190,000 tested, 0.3% active;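 active means z-score above 3 at 5 µM with at least 500 cells counted in the well; inconclusive means wells under 500 cells, flagged as cytotoxic or low count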
WT yeast gro inh mutant strain: second read-out of WT yeast gro inh, no call of its own (marks repeat the call); inhibition, %; mitochondrial fusion phenotypic screen, mutant strain inhibition
Insulin prom up cell count: recorded beside Insulin prom up, whose call it bears; cell count; measured here: cytotoxicity, nuclei count;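 total cells summed across four imaged fields per well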
Lipid droplet cells 6.5 µM: further read-out of Lipid droplet, marked with its call; cell count; measured here: cell count, cytotoxicity flag;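 cells counted across two imaged fields per well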
b-catenin transl cell count 5 µM: second read-out of b-catenin transl, no call of its own (marks repeat the call); cell count; measured here: cell count, cytotoxicity flag
T cell HTS vesicle-bound %: also measured in T cell HTS; calls as there; double positive events, %; measured here: CD8+ vesicle-bound cell fraction;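 binding gate set so that unloaded-vesicle control wells show 10% double positive cells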
MT stabilizer Hoechst-high %: further read-out of MT stabilizer, marked with its call; % Hoechst-high responders; measured here: nuclear condensation Hoechst responders;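 share of cells brighter than vehicle mean plus two SD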
MT stabilizer cytotoxicity %: also measured in MT stabilizer; calls as there; toxicity, %; measured here: cytotoxicity by cell density;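 0% = mean cell density of plate MIN control wells and 100% = no cells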
Autophagy mod cell loss 18 h: recorded beside Autophagy mod, whose call it bears; toxicity, %; measured here: cell loss, nuclei count;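 cell loss after 18 h compound exposure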
Myeloid diff 2 GFP+ MAC1+ %: recorded beside Myeloid diff 2, whose call it bears; GFP+ MAC1+ double positive, %; measured here: differentiation confirmed by MAC1 staining
* marks the source's active call; other numbers are inactive results; i = inactive; u = inconclusive; x = no result given.

Compound | Autophagy mod | Autophagy mod cell loss 18 h | b-catenin transl | b-catenin transl cell count 5 µM | West Nile virus CPE | T cell HTS | T cell HTS vesicle-bound % | Lipid droplet | Lipid droplet cells 6.5 µM | Myeloid diff 2 | Myeloid diff 2 GFP+ MAC1+ % | MT stabilizer | MT stabilizer Hoechst-high % | MT stabilizer cytotoxicity % | WT yeast gro inh | WT yeast gro inh mutant strain | Insulin prom up | Insulin prom up cell count
COc1ccc(Cl)cc1NC(=O)Nc1ccc(C(=O)N2CCOCC2)cc1 | x | x | x | x | -0.2% | i | 44 | 28 | 650 | i | 1.8 | x | x | x | x | x | x | x
COc1ccc2[nH]c(CN3CCN(CC=C(C)C)C(CCO)C3)c(C)c2c1 (stereo not drawn) | x | x | x | x | -0.6% | i | 49 | -6 | 785 | i | 0.2 | x | x | x | x | x | x | x
Cc1noc(C)c1COC(=O)CCCOc1ccc(Cl)cc1Cl | i | 1 | x | x | 0.3% | i | 34 | x | x | i | 0.2 | 2.0 | 2.2 | 4.0 | 17 | 2 | 0.6 | 1090
CC(C)(C)C(=O)Nc1ccccc1C(=O)Nc1ccncc1 | i | -1 | -4.5 | 1192 | 0.5% | i | 6 | 14 | 714 | i | 0.5 | 2.5 | 1.9 | 3.6 | -14 | -6 | 0.35 | 1154
CC(C)Cc1nnc(NC(=O)CCC(=O)N2CCCCC2)s1 | x | x | x | x | 0.4% | i | 12 | 1 | 767 | i | 2.6 | x | x | x | x | x | x | x
Clc1ccc(C2=Nn3c(Cn4nnc5ccccc54)nnc3SC2)cc1 | x | x | -0.2 | 1359 | 0.4% | i | 27 | -17 | 663 | i | 0.7 | x | x | x | x | x | -0.08 | 1045
CCOC(=O)COc1ccc(S(=O)(=O)Nc2cccc(SC)c2)cc1 | i | 29 | 2.5 | 1022 | 0.2% | i | 8 | 9 | 712 | i | 1.2 | 2.2 | 1.7 | 5.7 | 3 | -15 | 0.03 | 896
COc1ccc(CC(=O)Nc2ccccc2N2CCCCC2)cc1OC | x | x | 0.2 | 1265 | -1.1% | i | 34 | -23 | 722 | i | 0.2 | x | x | x | x | x | -0.46 | 1399
Cc1ccc(NC2CCCN(C(=O)c3cccnc3)C2)cc1C (stereo not drawn) | x | x | x | x | 0.5% | i | 19 | 27 | 715 | i | 0.3 | x | x | x | x | x | x | x
Cc1ccc(C(C)C)c(OCC(=O)NC(=S)Nc2ccccc2N2CCOCC2)c1 | x | x | x | x | 1.1% | i | 14 | -12 | 816 | i | 0.6 | x | x | x | x | x | x | x
CC(C)Cc1ccc(CN2CCCC(NC(=O)Cn3cnnn3)C2)cc1 (stereo not drawn) | x | x | x | x | -0.9% | i | 34 | 22 | 782 | u | x | x | x | x | x | x | x | x
Cc1cc(=O)oc2cc(OCC(=O)OCC(=O)N(CCC#N)c3ccccc3)ccc12 | i | 17 | 1.2 | 960 | 0.1% | i | 20 | 6 | 629 | x | x | 6.7 | 1.7 | 27 | 8 | -4 | 0.66 | 1227
CC(=O)c1ccc(OCC(=O)Nc2ccc3nc(C)sc3c2)cc1 | i | 41 | -3.3 | 1076 | -0.1% | i | 47 | 2 | 672 | i | 0.3 | 2.1 | 2.4 | 0.2 | -10 | -7 | 0.55 | 1595
Cc1ccc(NC(=O)c2ccc(Cn3cc(Cl)cn3)o2)c(C)c1 | x | x | x | x | -0.9% | i | 30 | -2 | 784 | i | 0.2 | x | x | x | x | x | x | x
Cc1cc(C(F)F)n2nc(C(=O)NCc3ccccc3F)nc2n1 | i | -3 | 0.0 | 1020 | 0.0% | i | 30 | -4 | 668 | i | 0.1 | 2.7 | 1.8 | 6.3 | 4 | 13 | 0.72 | 1268
O=S(=O)(NCCC1=CCCCC1)c1cccc2nsnc12 | i | 18 | 4.9 | 1166 | -0.5% | x | x | -3 | 735 | i | 5.1 | 2.4 | 1.9 | 9.9 | 1 | -13 | x | x
CCn1c2ccccc2c2cc(CC(N)=O)ccc21 | x | x | 0.0 | 1306 | 0.4% | i | 32 | 8 | 652 | i | 0.4 | x | x | x | x | x | -0.53 | 1043
N#CCCN(C(=O)COC(=O)c1ccc2c(c1)NC(=O)CS2)c1ccc2c(c1)OCCO2 | i | -12 | x | x | 0.1% | i | 45 | 7 | 799 | i | 0.2 | 2.2 | 1.7 | 1.6 | -4 | -8 | -0.02 | 1052
CCCN1C(=O)/C(=C/c2cc(C)n(C)c2C)SC1=Nc1ccc(OCC)cc1 | i | -29 | -1.5 | 1319 | -0.1% | i | 44 | x | x | i | 0.3 | 2.1 | 2.0 | 5.5 | 15 | -14 | -0.3 | 1600
O=c1oc2ccccc2cc1-c1nnc(NCc2ccco2)s1 | i | 5 | x | x | -0.6% | i | 54 | -8 | 742 | i | 0.5 | 20* | 14* | 17* | 2 | -4 | -0.08 | 965
O=S(=O)(c1cccc(-c2nnc(SC(F)F)n2-c2ccccc2)c1)N1CCCCC1 | i | 26 | -3.0 | 999 | -0.1% | i | 29 | x | x | i | 1.0 | 3.5 | 1.5 | 4.5 | 11 | 16 | -1.1 | 1029
Cc1cc(NC(=O)CCC(=O)N(Cc2ccccc2)C(C(=O)NC2CCCC2)c2ccco2)no1 (stereo not drawn) | x | x | x | x | -0.9% | i | 32 | -12 | 823 | i | 0.0 | x | x | x | x | x | x | x
COc1cc(S(=O)(=O)NCc2ccncc2)c(OC)cc1Br | x | x | x | x | -1.2% | i | 58 | -10 | 671 | i | 0.4 | x | x | x | x | x | x | x
Cn1ccc(C(=O)Nc2ccc3c(c2)OCCO3)n1 | x | x | x | x | 0.0% | i | 60 | 5 | 872 | i | 0.6 | x | x | x | x | x | x | x
Fc1ccc(CNCc2ccco2)cc1 | x | x | x | x | -0.3% | i | 18 | -3 | 414 | i | 0.7 | x | x | x | x | x | x | x
COC(=O)c1ccccc1N1C(=O)C2C(C1=O)[C@H]1C=C[C@@H]2C1 (stereo partly drawn) | i | -4 | -4.6 | 1185 | 0.2% | i | 29 | 2 | 705 | i | 0.6 | 5.2 | 4.1 | 8.0 | 5 | 13 | -0.77 | 855
O=C(CSc1nnc(SCc2cccc3ccccc23)s1)N/N=C/C=C/c1ccccc1[N+](=O)[O-] | i | -1 | -2.0 | 534 | 0.0% | i | 47 | -2 | 537 | i | 0.8 | 3.8 | 2.6 | 6.6 | -13 | -9 | -0.33 | 1199
Brc1ccc(-c2c[n+]3c(n2-c2ccccc2)SCC3)cc1 | x | x | 0.3 | 1327 | 2.8% | i | 34 | -2 | 694 | i | 1.2 | x | x | x | x | x | -2.1 | 685
CCCC[C@@H]1CNC(=O)C(=O)N1CCc1cc(C(F)(F)F)cc(C(F)(F)F)c1 | x | x | 1.8 | 1322 | -0.8% | i | 24 | 27 | 730 | i | 1.7 | x | x | x | x | x | 0.47 | 916
Cc1ccc(S(=O)(=O)Nc2ccccc2F)cc1C(=O)NCCCN1CCCC1=O | i | -6 | -6.1 | 1004 | 0.2% | i | 42 | x | x | i | 1.0 | 2.3 | 2.6 | 2.7 | -5 | -8 | -0.06 | 1199
NC(=O)C1CC12c1ccccc1-c1ccccc12 (stereo not drawn) | x | x | x | x | 0.0% | i | 15 | -17 | 861 | i | 0.5 | x | x | x | x | x | x | x
CC(C)[C@H](NC(=O)NC1CCCC1)C(=O)O | i | -3 | x | x | 0.0% | i | 51 | 3 | 718 | i | 0.7 | 3.0 | 1.6 | 11 | 3 | 7 | -1.6 | 1226
O=C(Nc1ccc(F)cc1)c1ccc2nc[nH]c2c1 | i | 6 | -1.7 | 1075 | 0.0% | i | 42 | 14 | 660 | i | 0.3 | 4.1 | 2.4 | 8.0 | -12 | 15 | -0.62 | 1316
CSC1=NCCCN1C(=O)c1c(-c2ccccc2Cl)noc1C | x | x | -1.3 | 997 | -0.5% | i | 33 | -36 | 607 | i | 0.8 | x | x | x | x | x | 0.44 | 1354
O=C(Nc1ccc2[nH]c(=O)[nH]c2c1)C(F)(F)F | i | 20 | -0.2 | 1138 | 0.1% | i | 48 | 6 | 702 | x | x | 3.6 | 1.4 | 7.3 | 0 | -4 | 0.41 | 1043
O=C(NCCCn1ccnc1)c1ccc(Cl)c(Cl)c1 | x | x | x | x | -0.9% | i | 59 | -3 | 839 | i | 0.2 | x | x | x | x | x | x | x
CCCCN1C(=O)NC(c2ccc(OC)cc2)C(C(=O)OCc2ccccc2)=C1C (stereo not drawn) | x | x | x | x | -1.9% | i | 29 | -2 | 752 | i | 1.4 | x | x | x | x | x | x | x
COc1cc2c(C#N)c(N3CCCCC3)nc(N)c2c(N)n1 | i | 5 | -1.0 | 1021 | 1.0% | i | 29 | x | x | i | 1.6 | 1.9 | 1.2 | 0.6 | 15 | 6 | -1.7 | 1020
COc1ccc(C2NC(C(=O)O)Cc3c2[nH]c2ccccc32)cc1CN1CCN(c2ccc(F)cc2)CC1 (stereo not drawn) | x | x | 0.2 | 1405 | 0.7% | i | 38 | 10 | 698 | i | 0.2 | x | x | x | x | x | -0.1 | 950
